POLB inh = DNA polymerase beta (human) inhibition; P06746; Pol beta primer extension/strand displacement, fluorescence kinetic; Potency, µM (highest dose often 114 µM), inactives show at the highest dose activity change, negative = inhibition, most hits filed as inhibitors; hit rate 1.3% among 340,000; AID 485314; also: % is scaled to controls: 0 for no effect and ±100 for the full control effect
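Enzyme-only controls used 10 nM Pol beta; buffer lacking enzyme served as negative control. Compound preincubated 15 min, then 50 nM substrate added; 0 and 10 min reads at room temperature.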
Pol iota inh = DNA polymerase iota (human) inhibition; Q9UNA4; Pol iota fluorescent replication assay, 10 min; Potency, µM (titrated, usually from 115 µM), inactives show at the top dose activity, negative = inhibition, most hits filed as inhibitors; hit rate 1% among 390,000
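Fluorescent replication assay read twice, at 0 min and 10 min after adding 50 nM (final) substrate. Enzyme (10 nM) and compounds were first incubated 15 min at room temperature; enzyme-free buffer wells were negative controls.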
Pol eta inh = inhibitors of human DNA polymerase eta. Q9Y253. recombinant Pol eta, fluorescent DNA replication assay. Potency, µM (top dose mostly 114 µM), for inactives: at the top dose activity change, negative = inhibition, usual class: inhibitors. hit rate 1.2% among 390,000. AID 588591; also: % is scaled to controls: 0 for no effect and ±100 for the full control effect
Target sequence (Q9Y253 whole entry, looked up): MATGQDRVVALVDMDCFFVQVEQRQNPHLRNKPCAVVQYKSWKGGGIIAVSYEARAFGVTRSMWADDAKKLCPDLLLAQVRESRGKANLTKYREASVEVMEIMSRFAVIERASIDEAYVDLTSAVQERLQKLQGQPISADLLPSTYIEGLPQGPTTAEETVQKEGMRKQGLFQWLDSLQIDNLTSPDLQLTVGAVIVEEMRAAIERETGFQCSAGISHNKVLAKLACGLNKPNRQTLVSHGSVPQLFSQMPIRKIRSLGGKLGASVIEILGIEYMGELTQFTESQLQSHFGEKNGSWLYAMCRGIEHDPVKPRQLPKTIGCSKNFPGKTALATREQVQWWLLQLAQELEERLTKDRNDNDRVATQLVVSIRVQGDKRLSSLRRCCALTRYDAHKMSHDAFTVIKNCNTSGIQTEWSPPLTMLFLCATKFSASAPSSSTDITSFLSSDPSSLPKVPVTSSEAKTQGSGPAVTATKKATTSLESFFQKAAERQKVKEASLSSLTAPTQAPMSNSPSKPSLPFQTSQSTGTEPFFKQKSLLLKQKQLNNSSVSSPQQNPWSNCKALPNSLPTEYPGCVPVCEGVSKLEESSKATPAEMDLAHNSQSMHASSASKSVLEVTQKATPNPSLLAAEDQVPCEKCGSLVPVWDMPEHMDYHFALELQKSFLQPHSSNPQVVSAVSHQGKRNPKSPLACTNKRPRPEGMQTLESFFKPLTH
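Pol eta (10 nM) was preincubated with compounds for 15 min at room temperature, after which fluorescent replication substrate (50 nM final) was added to start the reaction. Fluorescence was read kinetically at 0 and 10 min.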
POLK inh = DNA polymerase kappa (human) inhibition. Potency, µM (top dose mostly 107 µM), for the others: at the top dose activity, negative = inhibition, most hits filed as inhibitors. hit rate 0.53% among 400,000. purified Pol kappa, fluorescent DNA synthesis assay, 10 min. AID 588579; also: % is scaled to controls: 0 for no effect and ±100 for the full control effect
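Activity was followed as the change in fluorescence between reads at 0 and 10 min after starting the reaction with 50 nM substrate. Beforehand, 10 nM polymerase had been preincubated with compound for 15 min at room temperature.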
APE1 inh = blocks human APE1 abasic DNA cleavage | recombinant APE1, TAMRA/BHQ-2 abasic DNA cleavage fluorescence | Potency, µM (series often up to 65.8 µM), inactives show at the highest dose activity change, negative = inhibition, most hits filed as inhibitors | hit rate 0.35% among 350,000 | AID 2517;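 also: plate controls were vehicle for no effect and reference inhibitor for full effect; nearly all actives have a fitted effect of over 55% in size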
Target sequence (P27695 whole entry, looked up): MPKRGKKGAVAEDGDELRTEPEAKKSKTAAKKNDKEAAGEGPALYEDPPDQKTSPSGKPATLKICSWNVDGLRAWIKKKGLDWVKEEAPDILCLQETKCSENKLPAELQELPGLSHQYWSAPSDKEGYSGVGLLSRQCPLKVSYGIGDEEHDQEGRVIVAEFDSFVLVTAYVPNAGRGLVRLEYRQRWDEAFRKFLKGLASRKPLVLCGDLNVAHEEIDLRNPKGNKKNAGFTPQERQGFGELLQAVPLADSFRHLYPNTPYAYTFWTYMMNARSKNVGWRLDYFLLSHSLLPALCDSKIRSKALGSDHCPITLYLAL
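Enzyme (0.75 nM final) and test compound are incubated 15 min at room temperature before adding 50 nM quenched THF abasic-site duplex. Cleavage dequenches TAMRA, followed at 525/598 nm over three reads one minute apart.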
BLM helicase inh = inhibitors of human Bloom syndrome helicase BLM | Potency, µM (titrated, usually from 56.1 µM), for inactives: at the top dose activity change, negative = inhibition, hits mostly inhibitors | hit rate 0.2% among 350,000 | P54132 | recombinant BLM DNA unwinding, fluorescence dequenching;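 also: plate controls were vehicle for no effect and no enzyme for full effect; nearly all actives have a fitted effect of over 35% in size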
BAZ2B inh = blocks human BAZ2B. AlphaScreen BAZ2B-H3K14Ac peptide displacement. Potency, µM (doses to about 114 µM), without a hit: at the highest dose activity change, negative = inhibition, most hits filed as inhibitors. hit rate 4.4% among 360,000; also: % is scaled to controls: 0 for no effect and ±100 for the full control effect; nearly all actives have a fitted effect of over 60% in size
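Protein-peptide AlphaScreen: BAZ2B 50 nM, b-H3K14Ac 50 nM, 1x PBS pH 7.4 + 0.01% Tween-20. Preincubation 30 min RT; cpd 30 min RT (top 110 uM); beads 20 min RT, light-protected.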
JMJD2A Tudor = JMJD2A Tudor domain (human) inhibition; AlphaScreen JMJD2A-Tudor / H3K4me3 peptide binding; O75164; hit rate 4.4% among 390,000; Potency, µM (highest dose often 114 µM), inactives show top-dose activity change, negative = inhibition, most hits filed as inhibitors; also: % is scaled to controls: 0 for no effect and ±100 for the full control effect; nearly all actives have a fitted effect of over 50% in size
G9a block = inhibitors of human histone lysine methyltransferase G9a; hit rate 8.8% among 350,000; Q96KQ7; Potency, µM (top dose mostly 102 µM), inactives show at the highest dose activity, negative = inhibition, usual class: inhibitors; G9a H3K9 monomethylation, AlphaScreen, 2 h; AID 504332; also: % is scaled to controls: 0 for no effect and ±100 for the full control effect; nearly all actives have a fitted effect of over 75% in size
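G9a (20 nM) preincubated 15 min RT with compounds, then 500 nM biotinylated H3K9 peptide and 20 uM SAM added; 2 h RT reaction. Monomethyl-H3K9 product detected by AlphaScreen with anti-H3K9me1 antibody, streptavidin donor and anti-rabbit IgG acceptor beads.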
Starred values were filed as active, the others as inactive; ? = inconclusive; . = not tested or not shown; [ ] = remark or other dose. Calls follow the shape of the dose curve; as a rule, active = well fitted curve in the direction sought with a large enough effect; inconclusive = small, poorly fitted or top-dose-only effect, or another doubt; inactive = no such curve, though single readings can be large; an effect the other way counts as inactive or inconclusive. Potency is read from the fitted curve at half-maximal effect.

nr	Compound	POLB inh	Pol iota inh	Pol eta inh	POLK inh	APE1 inh
1	Cc1cccc(CSc2nc3c([nH]c4ccccc43)c(=O)n2C)c1	10%	19%	-17%	0%[60.1 µM]	.
2	COc1ccc(OC)c(C(C(=O)NC2CCCCC2)N(Cc2ccco2)C(=O)c2ccccn2)c1 (stereo unspecified)	8%	?	1%	?	56%[activator]
3	Cc1ccc(C)c(CNC(=O)C2CCN(c3nc4ccccc4nc3C(F)(F)F)CC2)c1	10%	-8%	-7%	-1%	.
4	O=C(CCCc1ccccc1)Nc1ccccc1C(F)(F)F	64%	3%	-8%	-2%	-9%
5	O=C(Nc1ccc(Br)cc1)C1CC(c2c(F)cccc2Cl)=NO1 (stereo unspecified)	20%	-8%	-14%	-22%	-6%
6	COc1cccc(N2CCN(C(=O)CN3CCSc4ccccc43)CC2)c1	-2%	10%	-19%	0%[60.1 µM]	.
7	Cc1nn(Cc2ccc(Cl)cc2)c(C)c1NC(=O)c1cc(-c2ccco2)on1	1%	-22%	6%	-30%	13%
8	COc1ccc(NC(=O)CN(C)C(=O)Cc2c(C)nc3ccccc3c2C)cc1	.	10%	-16%	-36%	-3%
9	O=C(COC(=O)C1CC(O)CN1S(=O)(=O)c1ccc(Cl)cc1)c1cccc(Cl)c1 (stereo unspecified)	15%	207%[activator]	-24%	-7%	?
10	COc1ccc(C2c3cccn3CCN2S(=O)(=O)c2ccc([N+](=O)[O-])cc2)cc1 (stereo unspecified)	-6%	29%	-20%	-4%[60.1 µM]	.
11	CCOC(=O)c1ccc2nc(NC(C)=O)sc2c1	7%	54%[activator]	-14%	6%	0%
12	COC(=O)c1ccccc1S(=O)(=O)N1CCn2cccc2C1C (stereo unspecified)	5%	138%[activator]	1%	-25%	-1%
13	O=C(Nc1ccccc1F)C1CCCC1	.	202%[activator]	-1%	-2%	.
14	Cc1ccc2oc(=O)c3cnn(CC(=O)NC4CCN(Cc5ccccc5)CC4)c3c2c1	-1%	20%	-12%	8%	-1%
15	COCCn1nnnc1SCC(=O)NCc1ccc2c(c1)OCO2	-26%	65%[activator]	-4%	-17%	2%

nr	BLM helicase inh	BAZ2B inh	JMJD2A Tudor	G9a block
1	0%	4%	-18%	6%[59 µM]
2	0%	-24%	-17%	-45%
3	-3%	-2%	-10%	10%[59 µM]
4	-12%	2%	5%	1%[0.501 µM]
5	-10%	-4%	6%	28%[59 µM]
6	-1%	?	?	?
7	-5%	-7%	-24%	?
8	.	-2%	-31%	-2%
9	-4%	-25%	-8%	-9%[59 µM]
10	-5%	?	-35%	13µM*
11	-6%	4%	-2%	18%[12.7 µM]
12	-1%	?	?	?
13	.	.	-10%	.
14	-8%	-4%	-12%	25%
15	-7%	-12%	-12%	-1%

Further compounds follow.
nr	Compound	POLB inh	Pol iota inh	Pol eta inh	POLK inh	APE1 inh
16	O=C(Oc1ccc2c(=O)c(Cl)coc2c1)c1ccncc1	30%	5%	-13%	-3%	?
17	CCCCOC(=O)Nc1ccccc1C(N)=O	31%	-3%	5%	-6%	-1%
18	CN(C)/C=N/c1ncc(C(=O)c2ccc(Cl)cc2Cl)s1	11%	23%	-14%	-7%	-2%
19	O=C(c1cc(-c2cccnc2)nc2ccc(Br)cc12)N1CCN(c2ncccn2)CC1	24%	4%	-5%	-11%	0%
20	CCOC(=O)c1cccc(NC(=O)c2cc3c(=O)n(C)c4ccccc4c3n2C)c1	11%	19%	-17%	-3%	.
21	Cc1nn(-c2ccccc2)c(C)c1/C=N/NC(=O)c1ccccc1O	1%	45%[activator]	0%	-4%	1%
22	CS(=O)(=NS(=O)(=O)c1ccc(Cl)cc1)c1ccccc1 (stereo unspecified)	-1%	-5%	-9%	20%	-3%
23	Cn1nc(C(=O)Nc2nc(-c3ccccn3)cs2)c2ccccc2c1=O	.	37%[activator]	?	-19%	19%
24	CCOc1ccc(-n2cc(C(=O)Nc3ccc(Cl)cn3)c3cc(OC)c(OC)cc3c2=O)cc1	2%	41%[activator]	-11%	6%	6%
25	Cc1ccc(-n2ccnc(SCC(=O)NCCc3ccccc3)c2=O)cc1F	.	?	-2%	11%	15%
26	CCOc1ccc2c(c1)C(C)=CC(C)(C)N2C(=O)Nc1ccccc1	2%	-4%	-12%	-20%	-3%
27	CCn1c(SCc2cccc(Br)c2)nnc1-c1nonc1NC(C)=O	-14%	14%	-1%	-3%	.
28	Cc1nn(C)c(C(=O)N/N=C/c2ccc(C(F)(F)F)cc2)c1[N+](=O)[O-]	2%	10%	-7%	-13%	1%
29	CCCCN(CC)CCNC(=O)c1[nH]c(C)c(C(C)=O)c1C	13%	2%	5%	-12%	-5%
30	C[C@@H](CN1CCC[C@H]1CN1C(N)=NC[C@@H]1Cc1ccccc1)N1C[C@@H](Cc2ccccc2)N(CCCC2CCCC2)C1=N	.	-16%	-17%	-13%	-27%

nr	BLM helicase inh	BAZ2B inh	JMJD2A Tudor	G9a block
16	-7%	?	-2%[57.1 µM]	35µM*
17	0%	6%	-25%	9%
18	5%	-9%	-8%	90%[activator]
19	0%	7%	-1%	-30%
20	3%	?	-13%	-9%[59 µM]
21	-2%	2%	-16%	31%
22	-5%	-1%	-4%	23%
23	.	18µM*	22µM*	4.5µM*
24	-1%	3%	-7%	-7%
25	.	8%	-20%	-22%
26	-6%	50µM*	56µM*	50µM*
27	-4%	1%	6%	0%[59 µM]
28	-1%	-1%	-23%	2%[59 µM]
29	-1%	-4%	-24%	-6%[59 µM]
30	.	.	-34%	.

An excerpt from above with just POLB inh and POLK inh:
cpd	compound	POLB inh	POLK inh
24	CCOc1ccc(-n2cc(C(=O)Nc3ccc(Cl)cn3)c3cc(OC)c(OC)cc3c2=O)cc1	2%	6%
25	Cc1ccc(-n2ccnc(SCC(=O)NCCc3ccccc3)c2=O)cc1F	.	11%
26	CCOc1ccc2c(c1)C(C)=CC(C)(C)N2C(=O)Nc1ccccc1	2%	-20%

Copied from the list:
Value of cpd 22 under BLM helicase inh: -5%
Value of cpd 23 under Pol iota inh: 37%[activator]
Value of cpd 18 under JMJD2A Tudor: -8%
Value of cpd 30 under APE1 inh: -27%

Going on with the list:
nr	Compound	POLB inh	Pol iota inh	Pol eta inh	POLK inh	APE1 inh
31	Cc1cc(F)ccc1NC(=O)CCn1nc(C)c(S(=O)(=O)N2CCCCC2)c1C	2%	-12%	-4%	-1%[60.1 µM]	.
32	COC(=O)C1CCN(C(=O)c2cc(-c3ccco3)nc3ccccc23)CC1	.	?	8.9µM*	22µM*	?
33	COc1ccc(NCc2cc3ccc(OC)cc3n(CC(=O)Nc3cccc(OC)c3)c2=O)cc1	-14%	20%	-4%	-10%	.
34	O=C(c1sc2ccccc2c1Cl)N(Cc1ccco1)C1CCS(=O)(=O)C1 (stereo unspecified)	7%	-1%	7%	-6%	-8%
35	COc1ccc(C(=O)Nc2ccccc2-c2nc3ccccc3s2)c(OC)c1	-14%	2%	-22%	-8%[60.1 µM]	.
36	Clc1ccc2c(c1)C(N1CCNCC1)Cc1ccccc1S2 (stereo unspecified)	-25%	-6%	1%	-22%	4%
37	COc1ccc(OC)c(C(=O)N2CCC(C(=O)c3ccc(F)cc3)CC2)c1	-1%	7%	-11%	-6%	0%
38	O=C(CC1C(=O)NCCN1Cc1cccc(Oc2ccccc2)c1)NCCc1ccccn1 (stereo unspecified)	6%	-4%	-3%	-16%	-3%
39	COc1ccc(NS(=O)(=O)c2c(F)cccc2F)cc1S(=O)(=O)N1CCOCC1	.	6%	?	-23%	4%
40	Cc1cc(C)nc(N2CCC(C(=O)Nc3ccc4c(c3)OCCO4)CC2)n1	29%	-8%	-3%	-7%	4%
41	CC(C)OCCCNC(=O)c1cc(Sc2ccc(F)cc2)nc2ccccc12	-2%	20%	-17%	-14%	0%
42	Cc1ccc(C)c(N2CCN(CCCNC(=O)CCn3c(=O)c4cccn4c4cccnc43)CC2)c1	29%	33%[activator]	-20%	-10%	32%
43	CCOC(=O)CCCCCC(=O)Nc1ccc2c(c1)C(=O)N([C@H](C)CO)C[C@H](C)[C@@H](CN(C)C(=O)Nc1ccc(OC)cc1)O2	.	21%	-8%	19%	39%
44	Cc1cc(=O)oc(C)c1C(=O)OC(C(=O)c1ccccc1)c1ccccc1 (stereo unspecified)	28%	-5%	-20%	-5%	10%
45	CCOc1ccc(C(=O)N2CCc3ccccc32)cc1	24%	30%[activator]	-16%	-1%	11%
46	COC(=O)/C=C1/N/C(=N\c2nc(C)cc(C)n2)N(c2ccc(C)c(C)c2)C1=O	3%	-2%	-20%	2%	-1%

nr	BLM helicase inh	BAZ2B inh	JMJD2A Tudor	G9a block
31	1%	-2%	-12%	-11%[59 µM]
32	.	.	28µM*	.
33	-2%	-21%	-10%	-33%[59 µM]
34	-2%	?	?	?
35	-6%	17%	36%[activator]	74%[activator][59 µM]
36	4%	-10%	?	?
37	1%	-6%	-12%[57.1 µM]	11%[59 µM]
38	-2%	-4%	-30%	22µM*
39	.	-34%	-25%	22%[2.33 µM]
40	-9%	-3%	-7%	6%
41	2%	10%	-9%	11%
42	5%	-23%	-15%	8%
43	.	.	-6%	.
44	-8%	10%	1%	1%[59 µM]
45	-3%	?	1%	23%
46	-3%	3%	?	-19%[59 µM]

Two of the compounds above, field by field.
32: COC(=O)C1CCN(C(=O)c2cc(-c3ccco3)nc3ccccc23)CC1
  POLB inh: .	Pol iota inh: ?	Pol eta inh: 8.9µM*	POLK inh: 22µM*	APE1 inh: ?	BLM helicase inh: .	BAZ2B inh: .	JMJD2A Tudor: 28µM*	G9a block: .

39: COc1ccc(NS(=O)(=O)c2c(F)cccc2F)cc1S(=O)(=O)N1CCOCC1
  POLB inh: .	Pol iota inh: 6%	Pol eta inh: ?	POLK inh: -23%	APE1 inh: 4%	BLM helicase inh: .	BAZ2B inh: -34%	JMJD2A Tudor: -25%	G9a block: 22%[2.33 µM]

This is a subset. The share of hits here may be higher or lower than overall.
